Vc quorum ag = inducers of Vibrio cholerae quorum light production without autoinducers, primary screen, BH1578 luxS cqsA deficient, single point. V. cholerae BH1578 lux reporter, luminescence, 6 h. activation, % at 18.7 µM. 350,000 compounds, 0.16% hits. AID 588436, 2011; in the data active = activation mostly above about 9.7%, no sharp cut-off; also: not every result past the cut was called active; inactives centre near 0; reference of the scale not given here
FBA Mtb inh = Mtb FBA enzyme inhibitors, primary screen, biochemical, fluorescence, strain H37Rv. purified M. tuberculosis FBA, fluorescence read-out. inhibition, % at 1 µM. 360,000 compounds, 2.3% hits. AID 588726, 2011; in the data active = inhibition above about 27%;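 also: 0% = vehicle and 100% = reference inhibitor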
Target sequence (P9WQA3 whole entry, looked up): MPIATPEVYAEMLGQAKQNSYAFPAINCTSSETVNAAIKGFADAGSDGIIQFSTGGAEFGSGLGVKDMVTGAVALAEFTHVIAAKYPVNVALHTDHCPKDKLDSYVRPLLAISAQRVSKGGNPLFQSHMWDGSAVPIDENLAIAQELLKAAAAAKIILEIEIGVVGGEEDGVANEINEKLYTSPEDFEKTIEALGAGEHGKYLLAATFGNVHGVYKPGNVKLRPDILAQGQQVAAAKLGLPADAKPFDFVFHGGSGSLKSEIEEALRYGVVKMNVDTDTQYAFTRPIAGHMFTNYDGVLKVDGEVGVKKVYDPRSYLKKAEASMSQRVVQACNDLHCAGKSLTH
Rv3671c inh = Rv3671c serine protease inhibitors, primary screen, biochemical, fluorescence polarization, M. tuberculosis H37Rv; P9WHR9; inhibition, % at 5.96 µM; 320,000 compounds, 0.048% hits; in the data active = inhibition above about 38%;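 also: extracellular domain of Rv3671c used as enzyme; 0% = enzyme with DMSO and 100% = no enzyme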
UGM FP inh = M. tuberculosis UGM enzyme inhibitors, primary screen, biochemical, fluorescence polarization, single point; 320,000 compounds, 0.06% hits; purified UGM, fluorescence polarization probe displacement; inhibition, % at 10 µM; UDP-galactopyranose mutase (Mycobacterium tuberculosis (strain ATCC 25618 / H37Rv)), …; in the data active = inhibition above about 10%, passing the limit was not always enough
Target sequence (P9WIQ1 whole entry, looked up): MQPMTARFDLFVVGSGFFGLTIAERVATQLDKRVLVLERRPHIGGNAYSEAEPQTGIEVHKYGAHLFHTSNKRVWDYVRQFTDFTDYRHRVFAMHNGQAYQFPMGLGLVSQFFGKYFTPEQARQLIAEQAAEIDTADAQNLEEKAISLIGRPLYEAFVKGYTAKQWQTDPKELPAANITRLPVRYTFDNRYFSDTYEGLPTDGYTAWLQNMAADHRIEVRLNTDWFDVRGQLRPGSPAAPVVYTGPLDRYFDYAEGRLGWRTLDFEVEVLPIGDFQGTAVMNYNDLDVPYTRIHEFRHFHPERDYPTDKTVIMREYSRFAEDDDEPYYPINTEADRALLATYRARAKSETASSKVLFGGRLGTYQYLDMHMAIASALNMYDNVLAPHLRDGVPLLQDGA
PriA SSB inh = inhibitors of Klebsiella pneumoniae PriA binding to SSB C-terminal tail, primary screen, biochemical, AlphaScreen | 430,000 compounds, 0.6% hits | inhibition, % at 33 µM | AlphaScreen SSBct-PriA binding, biotinylated peptide | PriA–SSB C-terminal tail interaction (Klebsiella pneumoniae) | AID 1272365, 2023; in the data active = inhibition mostly above about 37%, no sharp cut-off; inactive = mostly below about 20%;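 also: plate controls were negative control peptide for no effect and reference peptide for full effect; strong numbers were not always called active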
3CLpro inhibitor = SARS-CoV 3CLpro protease inhibitors, primary screen, biochemical, quenched FRET | Replicase polyprotein 1ab (Severe acute respiratory syndrome coronavirus), P0C6X7 | recombinant SARS-CoV 3CLpro, quenched FRET peptide cleavage | inhibition, % at 6 µM | 290,000 compounds, 0.14% hits; in the data active = inhibition above about 12%
Mtb BioA inh = M. tuberculosis BioA enzyme inhibitors, primary screen, biochemical, plate reader, single point, HTS; 7,8-diaminopelargonic acid synthase BioA (Mycobacterium tuberculosis); purified M. tuberculosis BioA enzyme; inhibition, % at 9.99 µM; 360,000 compounds, 0.096% hits; AID 602481, 2012; in the data active = inhibition above about 40%
MazEF act = activators of E. coli MazEF toxin-antitoxin RNase, primary screen, biochemical, fluorescence, uHTS | FAM/BHQ RNA-DNA oligo cleavage fluorescence, 5 h | activation, % at 20 µM | 350,000 compounds, 0.32% hits | AID 504720, 2011; in the data active = activation above about 50%
Target sequence (P0AE70 whole entry, looked up): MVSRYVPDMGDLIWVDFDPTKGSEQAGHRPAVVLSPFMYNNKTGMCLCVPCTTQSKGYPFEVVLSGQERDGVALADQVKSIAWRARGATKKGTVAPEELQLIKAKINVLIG
GDH-TPI counter = GDH-TPI coupling enzyme inhibitors, primary screen, artefact control for M. tuberculosis FBA inhibitor project, biochemical, absorbance, full deck; AID 588335, 2011; 360,000 compounds, 1.2% hits; GDH-TPI coupled enzyme counterscreen, NADH absorbance; inhibition, % at 4.8 µM; in the data active = inhibition above about 30%;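 also: 0% = DMSO wells and 100% = wells lacking the enzyme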
DUSP3 inh = VHR1 phosphatase inhibitors, primary screen, biochemical, absorbance, uHTS; Dual specificity protein phosphatase 3 (Homo sapiens), P51452; recombinant VHR phosphatase, pNPP absorbance; inhibition, % at 13.3 µM; 290,000 compounds, 0.52% hits; AID 1654, 2009; in the data active = inhibition above about 50%; also: some compounds called inactive have numbers as strong as hits
Target sequence (P51452 whole entry, looked up): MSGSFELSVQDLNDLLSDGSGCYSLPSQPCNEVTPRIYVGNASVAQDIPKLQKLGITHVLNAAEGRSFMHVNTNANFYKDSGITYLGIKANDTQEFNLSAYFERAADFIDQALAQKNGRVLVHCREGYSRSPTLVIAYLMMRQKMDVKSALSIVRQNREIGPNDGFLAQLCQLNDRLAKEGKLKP
Numbers without * were called inactive; i = inactive; / = no result given; & = joins results of further samples. The list is partial. The share of hits here may be higher or lower than overall.

Preview:
SMILES	Vc quorum ag	FBA Mtb inh	Rv3671c inh	UGM FP inh	PriA SSB inh	3CLpro inhibitor	Mtb BioA inh	MazEF act	GDH-TPI counter	DUSP3 inh
COc1cccc(CNC2CCCc3ccccc32)c1OC (centres undefined)	-0.4	-2	7	-2.5	-8	0	/	4	14	-8
CC(=O)Nc1ccc(S(=O)(=O)N(Cc2ccccc2)C(C)C)cc1	0.4	-9	3	-0.5	-10	-4	5.7	2	13	19
CN(C(=O)c1ccc2c(c1)OCO2)C1CCCCC1	-2.2	6	11	0.7	13	9	-1.6	4	6	0
CCn1c(=O)n(CC(=O)Nc2cccc(OC)c2)c(=O)c2ccccc21	i	6	-7	/	-5	4	0.0	5	19	-6
Cc1ccc(S(=O)(=O)NNC(=O)c2snnc2C)cc1	-1.4	-1	5	2.4	-5	8	-2.2	-1	5	2

Main list, previewed entries included:
SMILES	Vc quorum ag	FBA Mtb inh	Rv3671c inh	UGM FP inh	PriA SSB inh	3CLpro inhibitor	Mtb BioA inh	MazEF act	GDH-TPI counter	DUSP3 inh
COc1cccc(CNC2CCCc3ccccc32)c1OC (centres undefined)	-0.4	-2	7	-2.5	-8	0	/	4	14	-8
CC(=O)Nc1ccc(S(=O)(=O)N(Cc2ccccc2)C(C)C)cc1	0.4	-9	3	-0.5	-10	-4	5.7	2	13	19
CN(C(=O)c1ccc2c(c1)OCO2)C1CCCCC1	-2.2	6	11	0.7	13	9	-1.6	4	6	0
CCn1c(=O)n(CC(=O)Nc2cccc(OC)c2)c(=O)c2ccccc21	i	6	-7	/	-5	4	0.0	5	19	-6
Cc1ccc(S(=O)(=O)NNC(=O)c2snnc2C)cc1	-1.4	-1	5	2.4	-5	8	-2.2	-1	5	2
CCOc1cc(C)c(C(C)C)cc1S(=O)(=O)N1CCN(C)CC1	i	5	5	0.3	-7&-4	-2	-1.6	4	8	18
COc1ccccc1CNC(=O)CN(c1ccc(C)cc1)S(=O)(=O)c1c(C)nn(C)c1C	-0.3	0	10	-0.8	1	-7	0.0	4	-3	7
COc1ccccc1C(=O)Nc1ccc2c(c1)CN(C(=O)CSC)CC2	-3.2	2	1	0.6	0	-3	0.4	17	-7	0
O=C(CS(=O)(=O)c1cn(CC(=O)N2CCCC2)c2ccccc12)Nc1ccccc1F	3.6	0	-19	1.8	-12	-5	0.8	-3	-9	6
Cc1cc2cc3c(cc2nc1SCC(=O)OC(C)C)OCO3	i	6	/	/	-10	3	-2.2	20	10	-12
CCOC(CNC(=O)C(=O)Nc1cc2c3c(c1)CC(=O)N3CCC2)OCC	-3.8	-2	3	3.4	0	-3	-2.6	11	10	-9
COc1ccc(CC2S/C(=N/N=C/c3ccc(O)cc3)NC2=O)cc1 (centres undefined)	-0.4	-1	-10	4.5	/	5	-1.9	9	16	24
O=C(CCC1CCN(Cc2ccccc2O)CC1)NC1CC1	0.8	-1	-6	-1.4	-11	-5	-2.1	2	6	46
CCc1nnc(NC(=O)CSc2nc3c(c(=O)n2C)SC(C)C3)s1 (centres undefined)	0.2	-1	-5	4.2	-10	-7	0.0	4	19	21
COc1ccccc1-c1cc(NC=O)c2ncc(-c3ccc(F)cc3)n2c1	i	0	/	/	/	/	-2.9	/	9	/
O=C(CSc1nnnn1C1CCCCC1)Nc1ccc2c(c1)OCO2	-0.6	0	6	3.2	2	-3	-0.4	5	12	-5
CCCCCCCNC(=O)C1(CC2CC(c3ccc(Cl)cc3)=NO2)CCN(C(=O)C2(C)CC2)CC1 (centres undefined)	0.6	-1	-10	0.7	5	-4	0.4	-2	-5	-26
Cc1ccc(S(=O)(=O)N2CCOCC2)cc1C(=O)NC1CCCCC1	-2.2	0	2	0.7	-8	3	0.0	3	12	0
COc1c(C=O)c(CCN(C)C(=O)c2ccc(F)cc2)cc2c1OCO2	i	2	-2	-1.4	-6	2	48*	6	5	24
CCCn1c(SCC(=O)Nc2cc(S(=O)(=O)N3CCCCC3)ccc2C)n[nH]c1=O	-3.1	0	-6	/	-13	/	0.4	3	-4	/
COc1cc(C(=O)N2CCN(c3ccccc3Cl)CC2)ccc1OCC(=O)N1CCOCC1	-2.9	1	-7	-2.7	2	/	1.0	5	2	/
COc1ccc(-c2nc(SC(C)C(=O)c3c(N)n(C)c(=O)n(C)c3=O)n[nH]2)cc1 (centres undefined)	i	0	2	-0.5	1	/	0.5	2	5	/
Cc1ccc(C)n1-c1ccc(C(=O)NCC2CCCO2)cc1 (centres undefined)	-0.1	7	0	2.3	-9	0	-1.1	-9	8	25
Cc1ccc(-c2cn(-c3ccccc3)c(SCC(=O)NC3CCS(=O)(=O)C3)n2)cc1C (centres undefined)	-0.7	-2	-3	4.4	25	5	3.7	-4	-3	3
Cc1sc(N/N=C/c2cccnc2)nc1-c1ccccc1	i	2	1	-3.1	/	0	-1.8	7	9	10
Next structures follow.
SMILES	Vc quorum ag	FBA Mtb inh	Rv3671c inh	UGM FP inh	PriA SSB inh	3CLpro inhibitor	Mtb BioA inh	MazEF act	GDH-TPI counter	DUSP3 inh
Fc1ccc(-n2c(Cc3cccs3)n[nH]c2=S)cc1Cl	-0.5	-1	-10	3.2	7	-3	0.2	7	1	4
O=C1CCC(CCc2nc3ccccc3[nH]2)(c2ccccc2)C(=O)N1 (centres undefined)	i	-3	/	/	-7	/	3.8	4	7	/
CC(=O)c1cccc(NC(=O)CN2C(=O)COc3ccc(Cl)cc32)c1	-1.8	-1	-5	-2.4	-10	0	-1.3	-11	6	-2
CCC(C(=O)NCc1ccco1)n1nc(-c2ccc(OC)cc2)ccc1=O (centres undefined)	i	0	1	-1.1	-5	1	4.6	3	3	32
Cc1ccnc(NS(=O)(=O)c2ccc(NC(=O)c3ccc(Br)o3)cc2)n1	-0.4	3	1	1.0	-11	-1	/	2	6	-3
CCOc1ccc(NC(=O)CSc2nc3ccccc3c(=O)n2Cc2cccs2)cc1	-0.4	0	3	1.3	-16	-4	-0.7	12	7	-8
CC(C)(C)c1ccc(-c2cc(N)n[nH]2)cc1	-0.2	4	-3	1.2	-5	0	-2.1	1	16	-4
CCCOC(=O)C1=C(C)N(C)C(=O)NC1c1cc2c(cc1[N+](=O)[O-])OCO2 (centres undefined)	-0.4	3	4	-2.1	-14	1	1.2	-20	9	29
CSCCC(NC(=O)c1ccc(Cl)cc1Cl)C(=O)N1CCCCCCC1 (centres undefined)	-1.2	2	/	/	-4	/	0.5	-7	-12	/
CCC(=O)OCC(=O)N=c1sccn1Cc1ccccc1Cl	i	-2	-2	-0.7	-7	-1	1.8	5	-5	14
CCOP(=O)(OCC)C(C)(C)NC(=O)c1cc([N+](=O)[O-])cc([N+](=O)[O-])c1	-1.2	2	2	-1.0	-15	2	-3.8	-8	-2	-4
N#Cc1nc(-c2ccco2)oc1N1CCC(Cc2ccccc2)CC1	-0.3	30*	-9	-0.1	31	7	2.5	3	6	11
O=C(CN1C(=O)CSc2ccccc21)N/N=C/c1ccco1	-2.3	2	6	-1.3	i	-3	-1.5	-2	21	10
C1CSC2(N1)C1CC3CC(C1)CC2C3 (centres undefined)	-0.3	6	4	0.7	1	-1	-0.1	7	-2	4
CCC(C(=O)NCCc1ccc(C)cc1)n1nc(C)c2c(C)n(-c3ccccc3)nc2c1=O (centres undefined)	-5.9	3	-3	-1.5	-3	-1	6.0	-1	3	45
O=C(c1ccccc1F)N1CCC2(CC1)OCCO2	-13	13	-17	-1.0	-5	-3	-2.5	0	-11	/
O=C(Nc1cc(C(F)(F)F)ccc1N1CCCC1)C1=COCCO1	-0.4	-1	-4	-2.0	11	/	1.1	-1	1	/
Cc1cnc(CNC(=O)c2ccc3nc([C@@H]4O[C@H](CO)[C@H](O)[C@H](O)[C@H]4O)[nH]c3c2)cn1	-0.4	-1	/	/	/	/	0.2	/	1	/
C/C(=N\NC(=O)c1ccccc1)c1nc2ccccc2n1C	/	0	-9	0.9	/	4	/	-4	1	-7
Clc1ccc(OCc2nnc(SCc3nc4ccccc4[nH]3)n2Cc2ccco2)cc1	-0.4	-1	-2	3.3	-22	2	1.5	3	13	17
CC(C)CCNC(=O)CCC(=O)NNc1nc2ccccc2c2nc(-c3ccccc3)nn12	i	2	-7	-3.1	-13	-1	-0.3	3	7	21
Fc1ccc(C2CC(c3ccccc3)n3ncnc3N2)cc1 (centres undefined)	i	-6	-2	-2.0	-10	0	16	2	2	6
CCOc1ccc(C2/C(=C(/O)c3ccc(OC)cc3)C(=O)C(=O)N2c2cc(C)on2)cc1OC (centres undefined)	i	-5	1	2.7	/	4	0.2	10	17	19
Cn1c(SCC(=O)NC(=O)NCc2ccco2)nnc1-c1ccccc1	i	3	0	2.5	-2	4	/	0	-6	23
CCn1cc(C(=O)NCc2ccco2)c(=O)c2cc(F)c(N3CCN(C(=O)c4ccco4)CC3)cc21	13	20	-16	1.3	5	-3	5.4	5	3	11
New compounds follow:
SMILES	Vc quorum ag	FBA Mtb inh	Rv3671c inh	UGM FP inh	PriA SSB inh	3CLpro inhibitor	Mtb BioA inh	MazEF act	GDH-TPI counter	DUSP3 inh
O=C(COC(=O)CCc1ccc(S(=O)(=O)N2CCOCC2)cc1)Nc1ccc(Cl)cn1	i	6	-6	-0.4	3	3	0.4	0	10	21
COc1ccc2c(c1)O[C@@H](c1cccc(C(F)(F)F)c1)[C@H](OC(=O)N[C@H]1CCCc3ccccc31)C2=O	/	/	-11	-2.0	/	2	/	/	/	4
Cc1cccc(NC(=S)NC(=O)c2oc3ccccc3c2C)n1	-0.3	4	1	1.1	-14	-7	-6.1	2	6	49
Oc1ccc(CCNc2ncnc3ccc(Cl)cc23)cc1	-0.3	-1	-14	2.3	-4	-4	0.1	1	-5	-26
COc1ccc(NC(=O)Nc2ccccc2F)cc1	-0.5	3	0	1.0	4	4	-0.9	3	4	12
O=C(CN1CCC(N2CCCCC2)CC1)N1CCCc2ccccc21	-1.6	0	0	-6.2	-9	-1	-0.4	1	0	19
Brc1ccccc1C1CC(c2ccccc2)=Nc2ccccc2N1 (centres undefined)	-0.7	2	5	-1.4	8	6	/	1	7	14
O=S(=O)(Nc1ccc(S(=O)(=O)Nc2nccs2)cc1)c1ccc2c(c1)OCCO2	-1.9	-3	11	-1.1	-4	-4	-0.2	11	9	6
COc1cccc(C2=NN(C(=O)c3ccccc3)C(O)(C(F)(F)F)C2)c1 (centres undefined)	-0.6	-2	-3	1.3	-23	3	-0.9	-10	-4	-10
Cc1ccc(C)c(N2CCN(C(=O)c3cc4sccc4n3C)CC2)c1	-0.5	-4	-3	1.0	27	4	/	0	7	11
CCc1noc(C)c1C(=O)Nc1nnc(C2CCCCC2)s1	/	/	-2	0.3	/	5	/	/	/	24
CC(C)Cc1cc(CNC(=O)C2CCC(=O)N(Cc3cccc(C(F)(F)F)c3)C2)on1 (centres undefined)	i	4	1	3.5	-11	-5	1.0	0	-2	10
Cc1ccc(-n2c(CSc3nc(C)cc(C)n3)nnc2SCC(=O)Nc2nccs2)cc1	-0.4	5	0	-0.1	-8	0	1.3	8	5	4
Cc1cc(NC(=O)C2CC(c3ccccc3Cl)=NO2)no1 (centres undefined)	-0.2	-2	2	-0.7	-4	2	1.7	3	-8	11
C=CCn1c(CCc2ccccc2)nnc1SCC(N)=O	i	0	2	-2.3	-10	-1	1.9	12	-1	1

Bioassay records from PubChem.
